TDP1 inh – inhibitors of human tyrosyl-DNA phosphodiesterase TDP1; Q9NUW8; hit rate 0.28% among 350,000; Potency, µM (highest dose often 130 µM), without a hit: at the top dose activity change, negative = inhibition, hits mostly inhibitors; recombinant TDP1, AlphaScreen DNA substrate cleavage; note: nearly all actives have a fitted effect of over 40% in size
Target sequence (Q9NUW8 whole entry, looked up): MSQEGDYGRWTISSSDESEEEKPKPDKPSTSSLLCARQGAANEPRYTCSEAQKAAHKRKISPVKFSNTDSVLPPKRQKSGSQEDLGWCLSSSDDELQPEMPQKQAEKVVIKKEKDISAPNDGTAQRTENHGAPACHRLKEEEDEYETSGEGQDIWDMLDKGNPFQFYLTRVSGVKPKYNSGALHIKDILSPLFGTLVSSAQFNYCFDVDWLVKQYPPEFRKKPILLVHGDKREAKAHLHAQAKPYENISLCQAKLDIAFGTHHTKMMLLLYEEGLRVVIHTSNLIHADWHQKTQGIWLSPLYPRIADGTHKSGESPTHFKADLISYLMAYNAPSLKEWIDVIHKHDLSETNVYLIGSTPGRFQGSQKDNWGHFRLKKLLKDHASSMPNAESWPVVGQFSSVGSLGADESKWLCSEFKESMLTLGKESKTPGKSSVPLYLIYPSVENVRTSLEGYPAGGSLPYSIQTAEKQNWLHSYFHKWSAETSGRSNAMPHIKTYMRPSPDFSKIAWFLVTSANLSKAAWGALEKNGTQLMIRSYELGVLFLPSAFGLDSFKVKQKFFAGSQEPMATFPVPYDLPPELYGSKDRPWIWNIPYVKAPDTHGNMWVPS
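Compounds were preincubated with Tdp1 (1 nM final) for 15 min at room temperature before substrate (15 nM final) started a 5 min reaction; beads (10 ug/ml final) were then added for 10 min before AlphaScreen detection.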
DT40 TDP1 CPT – growth inhibition of DT40 Tdp1-/-;hTDP1 cells with camptothecin (screen for TDP1 inhibitors). Potency, µM (top dose mostly 46.2 µM), inactives show top-dose activity change, negative = growth inhibition, usual class: inhibitors. hit rate 12% among 420,000. chicken DT40 Tdp1-/-;hTDP1 cells + 20 nM CPT, ATP luminescence, 48 h. AID 686979; note: nearly all actives have a fitted effect of over 55% in size
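Chicken DT40 Tdp1-/- cells stably complemented with human TDP1 were seeded at 400 cells/well in medium containing 20 nM camptothecin, exposed to pin-transferred compounds, and grown at 37 °C for at least 48 hr. Viability was read as ATP luminescence.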
DT40 TDP1 no CPT – qHTS for Inhibitors of human tyrosyl-DNA phosphodiesterase 1 (TDP1): qHTS in cells in absence of CPT; DT40 Tdp1-/- hTDP1 cells, no CPT, ATP luminescence, 48 h; Potency, µM (doses to about 46.2 µM), inactives show top-dose activity change, negative = growth inhibition, hits mostly inhibitors; hit rate 15% among 420,000; AID 686978, 2013; note: nearly all actives have a fitted effect of over 55% in size
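Growth of hTDP1-complemented DT40 Tdp1-knockout cells is measured by ATP luminescence after at least 48 hr compound exposure at 37 °C, with DMSO substituting for the 20 nM CPT used in the parallel screen.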
Numbers without * were called inactive; ? = inconclusive; · = not tested or not shown; [ ] = remark or other dose. Calls come from the whole dose curve; as a rule, active = well fitted curve in the direction sought with a large enough effect; inconclusive = small, poorly fitted or top-dose-only effect, or another doubt; inactive = no such curve, though single readings can be large; an effect the other way counts as inactive or inconclusive. % is set by controls: 0 for no effect and ±100 for the full control effect; potency is the fitted concentration of half-maximal effect.

SMILES | TDP1 inh | DT40 TDP1 CPT | DT40 TDP1 no CPT
CCCc1cc(NCCCO)n2c(nc3ccccc32)c1C#N | 3% | -1% | ?
COC(=O)/C(=C\c1c[nH]c2ccccc12)NC(C)=O | 2% | 1% | 1%
Oc1ccc(C[C@@H]2CNCCN2CC2(c3ccccc3)CC2)cc1 | -8% | ? | ?
COc1cc2[nH]c(=O)n(CCCC(=O)N3CC=C(c4ccccc4)CC3)c(=O)c2cc1OC | 5% | ? | 21µM*
NC(=O)c1c(NC(=O)CSc2nnc(Cc3ccccc3)n2Cc2ccco2)sc2c1CCC2 | 7% | ? | -13%
CCn1nc(C)c([N+](=O)[O-])c1C(=O)NNC(=O)c1ccc(Cl)cc1 | -1% | -2% | 0%
CCC(c1nnnn1-c1ccc2c(c1)OCCO2)N1CCN(CCN2CCOCC2)CC1 (stereo not drawn) | · | -7% | 7%
O=C(Cc1ccsc1)Nc1ccc(Cl)cc1Cl | 2% | -2% | 1%
COCCCn1c(SCc2cccc(Cl)c2)nc2c(sc3ccccc32)c1=O | -6% | -29% | ?
COc1cccc(-c2nc(S(=O)(=O)c3ccccc3)c(N3CCC(C)CC3)o2)c1 | 5% | ? | 8.2µM*
COC(=O)CNc1nc(Cl)nc(Nc2ccc(C)cc2)n1 | 2% | -28% | -9%
CC(C)(C)C(=O)COC(=O)c1ccc2c(c1)C(=O)N(Cc1ccco1)C2=O | 11% | -13% | -19%
COCN(C#N)c1nc(N(C)C)nc(N(C)C)n1 | 7% | 6% | 6%
Cc1ccc(C)c2c(C)ccnc12 | · | -15% | -4%
Cc1nn2c(C)c(C(=O)NCCc3ccccc3)cnc2c1-c1ccccc1 | 5% | ? | ?
Cc1c(-c2ccccc2)nc(-c2ccccc2)[nH]c1=O | 3% | -12% | -16%
CCOC(=O)c1[nH]cnc1C(=O)Nc1ccccc1C | 4% | 16% | -4%
COc1ccc(-n2cc(CN(C)C3CCOCC3)c(-c3cccc(F)c3)n2)cc1 | 3% | ? | 18µM*
COc1ccc(-c2csc(C(O)c3ccc(F)c(F)c3)n2)cc1 (stereo not drawn) | · | 18µM* | 13µM*
Cc1cccc(OCCOC(=O)CN2C(=O)NC3(CCCC3)C2=O)c1 | 0% | ? | ?
COC(=O)C1=C(CS(=O)(=O)c2ccc(Cl)cc2)NC(=O)NC1c1ccc(O)cc1 (stereo not drawn) | 1% | 10% | 19%
CN(C)CCCNC(=O)C[C@H]1C[C@H](C(=O)N2CCCCC2)[C@@]2(C)c3[nH]c4ccc(Cl)cc4c3CCN2C1=O | -9%[56.1 µM] | ? | ?
CC1CCN(C(=O)Cn2nc(C(F)(F)F)c3c2CCCC3)CC1 | -4% | -21% | -16%
COc1ccc(CC(=O)NNC(=O)CSc2ccc(C)cc2)cc1 | 5% | 2% | -11%
CCOC(=O)CNC(=O)CSc1ccc2nnc(-c3ccc(F)cc3)n2n1 | 1% | 10% | 3%
CCSc1nnc(NC(=O)CCc2ccccc2)s1 | 1% | 1% | 7%
COc1ccc(C)c2sc(N3CCCC3)nc12 | 4% | -6% | ?
CCCS(=O)(=O)Nc1cc(C(F)(F)F)ccc1OCCOC | 7% | -5% | -18%
Cc1noc(C)c1S(=O)(=O)N1CCC(C(=O)NCCc2ccc(S(N)(=O)=O)cc2)CC1 | 2% | -14% | -9%
Cc1cc(C2=CC(=O)C[C@H](c3ccc(F)cc3)C2)ccc1F | · | ? | ?
Cc1ccc(C)n1-n1cnc2scc(-c3cccs3)c2c1=O | 7% | -7% | -11%
CC1CN(c2ccc(Oc3ccccc3)cc2)c2nc3c(c(=O)[nH]c(=O)n3C)n2C1 (stereo not drawn) | 0% | 18µM* | 26µM*
COc1ccccc1CN1CC[C@@]2(CCCN(C(=O)c3cc(C(F)(F)F)cc(C(F)(F)F)c3)C2)C1 | · | ? | ?
COc1ccc(CNS(=O)(=O)c2ccc3c(c2)NC(=O)C(C)S3)cc1 (stereo not drawn) | -1% | ? | ?
O=C(Cn1nc2ccccc2n1)N/N=C/c1cc(Cl)cc([N+](=O)[O-])c1O | 0% | ? | ?
Cc1ccc(N=C2SCCCN2C(=O)c2ccco2)cc1Cl | -4% | 11% | -16%

Some of the entries above in another layout:
canonical_smiles,TDP1 inh,DT40 TDP1 CPT,DT40 TDP1 no CPT
Cc1c(-c2ccccc2)nc(-c2ccccc2)[nH]c1=O,3%,-12%,-16%
CCOC(=O)c1[nH]cnc1C(=O)Nc1ccccc1C,4%,16%,-4%
COc1ccc(-n2cc(CN(C)C3CCOCC3)c(-c3cccc(F)c3)n2)cc1,3%,?,18µM*
COc1ccc(-c2csc(C(O)c3ccc(F)c(F)c3)n2)cc1 (stereo not drawn),·,18µM*,13µM*
Cc1cccc(OCCOC(=O)CN2C(=O)NC3(CCCC3)C2=O)c1,0%,?,?
COC(=O)C1=C(CS(=O)(=O)c2ccc(Cl)cc2)NC(=O)NC1c1ccc(O)cc1 (stereo not drawn),1%,10%,19%
CN(C)CCCNC(=O)C[C@H]1C[C@H](C(=O)N2CCCCC2)[C@@]2(C)c3[nH]c4ccc(Cl)cc4c3CCN2C1=O,-9%[56.1 µM],?,?
CC1CCN(C(=O)Cn2nc(C(F)(F)F)c3c2CCCC3)CC1,-4%,-21%,-16%
COc1ccc(CC(=O)NNC(=O)CSc2ccc(C)cc2)cc1,5%,2%,-11%
CCOC(=O)CNC(=O)CSc1ccc2nnc(-c3ccc(F)cc3)n2n1,1%,10%,3%
CCSc1nnc(NC(=O)CCc2ccccc2)s1,1%,1%,7%
COc1ccc(C)c2sc(N3CCCC3)nc12,4%,-6%,?
CCCS(=O)(=O)Nc1cc(C(F)(F)F)ccc1OCCOC,7%,-5%,-18%
Cc1noc(C)c1S(=O)(=O)N1CCC(C(=O)NCCc2ccc(S(N)(=O)=O)cc2)CC1,2%,-14%,-9%
Cc1cc(C2=CC(=O)C[C@H](c3ccc(F)cc3)C2)ccc1F,·,?,?
Cc1ccc(C)n1-n1cnc2scc(-c3cccs3)c2c1=O,7%,-7%,-11%
CC1CN(c2ccc(Oc3ccccc3)cc2)c2nc3c(c(=O)[nH]c(=O)n3C)n2C1 (stereo not drawn),0%,18µM*,26µM*
COc1ccccc1CN1CC[C@@]2(CCCN(C(=O)c3cc(C(F)(F)F)cc(C(F)(F)F)c3)C2)C1,·,?,?
COc1ccc(CNS(=O)(=O)c2ccc3c(c2)NC(=O)C(C)S3)cc1 (stereo not drawn),-1%,?,?
O=C(Cn1nc2ccccc2n1)N/N=C/c1cc(Cl)cc([N+](=O)[O-])c1O,0%,?,?
Cc1ccc(N=C2SCCCN2C(=O)c2ccco2)cc1Cl,-4%,11%,-16%

Additional results
SMILES | TDP1 inh | DT40 TDP1 CPT | DT40 TDP1 no CPT
O=C(NCCCN1CCN(c2ccccc2)CC1)c1sc2ncccc2c1-n1cccc1 | 10% | ? | ?
COc1cc(CCC(=O)OCC(=O)Nc2ccccc2C(C)C)cc(OC)c1OC | 3% | -6% | 15%
COc1ccc(OC)c(NS(=O)(=O)c2ccccc2)c1 | · | ? | -25%
O=C(Cn1c(C(F)(F)F)nc2ccccc21)Nc1ccccc1C(=O)O | 5% | -2% | -12%
Cc1cc(C)c2nc(C)cc(N/N=C/c3ccc(O)cc3)c2c1 | · | 3.3µM* | 3.3µM*
NC(=O)[C@@H]1CC2(CC(c3cccc(NC(=O)COc4ccc(Cl)cc4)c3)=NO2)CN1C(=O)c1ccccc1 (stereo partly drawn) | 2% | ? | ?
CN(c1ccccc1)c1nc(N)c(C#N)c(CC#N)c1C#N | 3% | 17% | -22%
CCOC(=O)[C@]12CCCC=C1N(Cc1ccco1)C(=O)[C@H](CC(=O)NCc1cccs1)C2 | · | ? | 26µM*
Cc1ccc(NC(=O)Nc2c(C)n(C)n(-c3ccccc3)c2=O)c(Cl)c1 | -4%[12.3 µM] | -2% | 2%
FC(F)Oc1ccccc1C1CC(c2ccc(Br)s2)Nc2ncnn21 (stereo not drawn) | 8% | 12µM* | 16µM*
O=C(NCc1ccco1)c1cccnc1-c1nc2ccccc2s1 | -51% | 21µM* | 29µM*
Cc1cccc(NC(=O)CSc2nnc(-c3ccccc3)n2N)c1C | -1% | -2% | -5%
CC(C)(C)c1ccc(C(=O)NN2CCOCC2)cc1 | 4% | 0% | 12%
CCc1ccc(CCC(=O)Nc2ncc(Cc3ccccc3Cl)s2)o1 | 1% | 5.2µM* | 5.8µM*
COc1ccc2oc(C(=O)N(C)Cc3ccc4c(c3)OCCO4)c(C)c2c1 | · | ? | ?
Cc1cc(C(=O)CN2C(=O)c3ccccc3C2=O)c(C)n1Cc1cccs1 | 0% | ? | ?
COc1cccc(NC(=O)c2cc(-c3ccccn3)nc3ccccc23)c1 | 1% | ? | ?
CC(C)C(NC(=O)OCc1ccccc1)C(=O)OCC(=O)N1CCCCC1 (stereo not drawn) | -3% | -6% | -2%
COC(=O)c1ccccc1NC(=O)c1ccc(NC(=O)C2CCCO2)cc1 (stereo not drawn) | 1% | -26% | ?
O=C(Nc1ccc(NC(=O)c2ccco2)nc1)c1ccco1 | 0% | -2% | -19%
C[C@@H]1CN(Cc2nc(Cc3ccccc3F)no2)C[C@H](C)O1 | -3% | 13% | -1%
CN(C)c1ccc(/C=C2\C=Cc3ccccc32)cc1 | · | -26% | ?
CCOC(=O)/C(C#N)=C/c1cccc(C)c1 | 6% | -12% | 4%
Cc1cc(-c2n[nH]c(=S)n2/N=C/C(Cl)=C/c2ccccc2)n[nH]1 | 11% | 15µM* | 13µM*

Reprinted from above for reference:
SMILES | TDP1 inh | DT40 TDP1 CPT | DT40 TDP1 no CPT
CC(C)(C)c1ccc(C(=O)NN2CCOCC2)cc1 | 4% | 0% | 12%
CCc1ccc(CCC(=O)Nc2ncc(Cc3ccccc3Cl)s2)o1 | 1% | 5.2µM* | 5.8µM*

Further compounds follow.
SMILES | TDP1 inh | DT40 TDP1 CPT | DT40 TDP1 no CPT
CCOC(=O)C1CCN(S(=O)(=O)c2c(C)[nH]c(C)c2C(=O)N2CCCCC2)CC1 | 1% | 4% | -5%
O=[N+]([O-])c1ccccc1S(=O)(=O)Nc1cccnc1 | · | -18% | -20%
CC(C)(C)OC(=O)NCc1nc(N)n[nH]1 | -2% | 2% | -3%
COc1ccc(NC(=O)C2(C)CCN2C(=O)Cc2ccccc2)cc1OC (stereo not drawn) | · | ? | ?
Cc1cc(C)cc(N(CCC#N)C(=O)CSc2nc3nc(C)cc(C)n3n2)c1 | 6% | -12% | -6%
Cc1ccc(Cn2c(C)c(C(=O)NCc3ccc(Cl)c(Cl)c3)sc2=O)cc1 | · | ? | ?
COc1cc(C(=O)Nc2cccc(-c3nc4ncccc4o3)c2C)cc(OC)c1OC | -1% | -26% | -26%
CCOC(=O)c1cc(-c2nnc(-c3ccc(Cl)cc3)o2)c(C)nc1C | 7% | -24% | -21%
Cc1cccc(C)c1OCCCCn1cnc2ccccc2c1=O | 2% | ? | -17%
O=C1OC[C@H]2CCCC[C@@H](CO)ON12 | · | 2% | 26%
COc1ccc(-c2cc(C)no2)cc1S(=O)(=O)N1CCCN(Cc2ccc(F)cc2)C1 | 3% | ? | -18%
CCN1CCN(C(=O)CN(C)S(=O)(=O)c2cc(C)ccc2OC)CC1 | -2% | -18% | -9%
CC(=O)Nc1cccc(Oc2ncnc3scc(-c4ccc(C(C)C)cc4)c23)c1 | 6% | 1.3µM* | 1.2µM*
O=C(CC[C@H]1O[C@@H](n2ccc(=O)[nH]c2=O)[C@H](O)[C@@H]1O)N[C@H](Cc1ccccc1)C(=O)NC1CCCCC1 | · | 3% | 1%
COc1ccc(C(=O)Nc2cc(C(F)(F)F)ccc2-n2cnc3ccccc32)cc1 | 1% | 3% | ?
COC(=O)c1cccc(NS(C)(=O)=O)c1C | 4% | 3% | -5%
CCOC(=O)c1cc2c(n(-c3ccc(C)cc3)c1=O)CCCC2=O | 4% | 0% | -14%
Cn1cc(C(=O)c2ccc(Cl)cc2Cl)cc1C(=O)N/N=C(\N)COc1cccc(C(F)(F)F)c1 | 11% | ? | ?
N#Cc1ccc(CN2C(=O)NC3(CCCCCC3)C2=O)cc1 | 4% | 0% | -16%
COc1cccc(C(=O)Nc2cc3c(cc2N2CCCC2)n(C)c(=O)n3C)c1 | 5% | ? | ?

Assay outcomes (PubChem BioAssay)
